Compound activity: PubChem BioAssay, National Center for Advancing Translational Sciences (NCATS)
TrxR1 inh – qHTS Assay for Inhibitors of Mammalian Selenoprotein Thioredoxin Reductase 1 (TrxR1): qHTS. recombinant rTrxR1, NADPH fluorescence consumption, selenite substrate. Potency, µM (series often up to 114 µM), for the others: at the top dose activity change, negative = inhibition, usual class: inhibitors. 1% of 390,000 active; also: potency is read from the fitted curve at half-maximal effect; % is scaled to controls: 0 for no effect and ±100 for the full control effect; nearly all actives have a fitted effect of over 65% in size
Target sequence (O89049 whole entry, looked up): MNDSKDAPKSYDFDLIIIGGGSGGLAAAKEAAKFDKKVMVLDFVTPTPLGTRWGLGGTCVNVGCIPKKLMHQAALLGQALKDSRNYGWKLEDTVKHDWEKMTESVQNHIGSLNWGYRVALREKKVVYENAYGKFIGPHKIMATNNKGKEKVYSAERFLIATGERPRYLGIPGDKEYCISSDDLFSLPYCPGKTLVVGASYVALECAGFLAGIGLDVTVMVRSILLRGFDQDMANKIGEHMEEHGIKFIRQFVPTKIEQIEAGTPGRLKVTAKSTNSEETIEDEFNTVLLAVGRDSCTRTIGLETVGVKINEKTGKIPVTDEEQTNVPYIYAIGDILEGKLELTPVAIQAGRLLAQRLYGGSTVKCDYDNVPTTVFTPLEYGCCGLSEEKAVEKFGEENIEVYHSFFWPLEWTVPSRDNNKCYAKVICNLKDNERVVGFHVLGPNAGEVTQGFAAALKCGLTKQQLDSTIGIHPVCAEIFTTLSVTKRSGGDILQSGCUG
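Rat TrxR1 (90 nM in the dispensed reagent) was pre-reduced with 400 uM NADPH for 5 min at room temperature, then incubated with compound for 15 min. After 400 uM selenite was added, NADPH fluorescence (Ex 340/Em 450 nm) was followed for 8 min.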
mIDH1 inhibitor – qHTS for Inhibitors of mutant isocitrate dehydrogenase 1 (IDH1): qHTS | Potency, µM (titrated, usually from 76.6 µM), for the others: at the highest dose activity change, negative = inhibition, usual class: inhibitors | 0.093% of 390,000 active | Isocitrate dehydrogenase [NADP] cytoplasmic (Homo sapiens), O75874 | IDH1-R132H enzyme, NADPH consumption, diaphorase/resazurin fluorescence; also: potency is read from the fitted curve at half-maximal effect; % is scaled to controls: 0 for no effect and ±100 for the full control effect; nearly all actives have a fitted effect of over 65% in size
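IDH1-R132H (0.5 ug/mL dispensed) in pH 7.5 Tris buffer was preincubated 30 min with compound, then given a substrate mix of 0.016 mM NADPH and 2 mM alpha-KG for 80 min at room temperature; remaining NADPH was read by diaphorase/resazurin fluorescence.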
TRHR enhancer – qHTS for Small Molecule Agonists and Allosteric Enhancers of Human TRH Receptor: Primary Screen for Enhancers; Thyrotropin-releasing hormone receptor (Homo sapiens), P34981; TRHR cells, fluo-8 calcium fluorescence, EC20 TRH enhancement; enhancement, % at 2 µM; 0.66% of 360,000 active; AID 493056, 2011; in the data active = enhancement above about 30%; also: 0% is about no effect
Target sequence (P34981 whole entry, looked up): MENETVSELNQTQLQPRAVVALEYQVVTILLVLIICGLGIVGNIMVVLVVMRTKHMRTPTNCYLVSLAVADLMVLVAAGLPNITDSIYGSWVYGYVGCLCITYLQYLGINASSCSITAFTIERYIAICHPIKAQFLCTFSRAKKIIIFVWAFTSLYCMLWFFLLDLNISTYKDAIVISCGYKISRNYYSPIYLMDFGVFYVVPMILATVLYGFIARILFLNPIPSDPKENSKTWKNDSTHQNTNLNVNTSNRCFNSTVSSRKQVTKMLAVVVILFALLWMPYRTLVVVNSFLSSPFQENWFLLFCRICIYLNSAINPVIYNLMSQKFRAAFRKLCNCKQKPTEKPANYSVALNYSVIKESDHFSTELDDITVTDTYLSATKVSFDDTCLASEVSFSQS
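Enhancer read-out: after compound pinning and an initial kinetic agonist-mode read, an EC20 of TRH (10 nM final) was injected and fluo-8 calcium signal (Ex 480/Em 530) followed at 1 s/cycle for 100 cycles in TRHR-expressing cells.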
TRHR agonist – qHTS for Small Molecule Agonists and Allosteric Enhancers of Human TRH Receptor: Primary Screen for Agonists; 0.18% of 360,000 active; Thyrotropin-releasing hormone receptor (Homo sapiens), P34981; TRHR cells, calcium flux fluo-8, FDSS agonist mode; activation, % at 2 µM; in the data active = activation above about 30%; also: 0% is about no effect
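Agonist-mode FDSS calcium read (Ex 480/Em 530, 1 s cycles) in 1536-well TRHR cells with fluo-8 dye, after 10-cycle baseline and 23 nL compound addition; TRH at EC20 (10 nM final) added afterwards for the enhancer phase.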
USP1 inh – Inhibitors of USP1/UAF1: Primary Screen; Ubiquitin carboxyl-terminal hydrolase 1 (Homo sapiens), O94782; recombinant USP1/UAF1, Ub-Rhodamine cleavage fluorescence; Potency, µM (doses to about 57.1 µM), for inactives: top-dose activity change, negative = inhibition, most hits filed as inhibitors; 0.23% of 390,000 active; also: potency is read from the fitted curve at half-maximal effect; % is scaled to controls: 0 for no effect and ±100 for the full control effect; nearly all actives have a fitted effect of over 60% in size; inactives centre near -12
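1 nM enzyme complex + cpd, 15 min RT; start with Ub-Rho 150nM final; kinetic fluorescence ex 480/em 540, 6 reads q60 s. Buffer 50mM HEPES pH 7.8, 0.5mM EDTA, 0.1 mg/ml BSA, 1mM TCEP, 0.01% Tween-20.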
D2 antag – HTS Assay for Allosteric Antagonists of the Human D2 Dopamine Receptor: Primary Screen for Antagonists; 2% of 340,000 active; HEK293 TREx D2 cells, calcium flux, dopamine EC80; inhibition, % at 10 µM; D(2) dopamine receptor (Homo sapiens), P14416; in the data active = inhibition above about 30%; also: 0% is about no effect
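Calcium mobilization kinetics were recorded at 1 s intervals in tetracycline-induced HEK293 T-REx D2 cells, first for 180 s after compound addition and then 180 s after EC80 dopamine.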
TrxR1 substrate – qHTS Assay for Substrates of Mammalian Selenoprotein Thioredoxin Reductase 1 (TrxR1): qHTS | Potency, µM (series often up to 114 µM), for the others: top-dose activity change, negative = substrate turnover | 0.01% of 390,000 active | purified TrxR1 substrate turnover, NADPH consumption readout | Thioredoxin reductase 1, cytoplasmic (Rattus norvegicus), O89049; also: potency is read from the fitted curve at half-maximal effect; % is scaled to controls: 0 for no effect and ±100 for the full control effect; nearly all actives have a fitted effect of over 50% in size
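Rat TrxR1, dispensed at 90 nM, was prereduced with 400 uM NADPH (final) for 5 min at ~22 deg C, then incubated with compound 15 min before 400 uM selenite. A first-read NADPH fluorescence drop versus no-compound background flagged substrates.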
Pin1 inhibitor – qHTS Assay to Find Inhibitors of Pin1; Pin1 FP peptide displacement, HiFluor488, 10 min; AID 504891, 2011; 0.009% of 390,000 active; Potency, µM (titrated, usually from 115 µM), inactives show at the top dose activity, negative = inhibition, usual class: inhibitors; active = well fitted inhibition curve with a large enough effect in the polarisation, with a control signal flat, not every such curve was filed as active; inconclusive = small, poorly fitted or top-dose-only effect, or effect the other way, or a change in a side signal; inactive = no such curve, though single readings can be large or run the other way; the % refers to the polarisation; also: potency is read from the fitted curve at half-maximal effect; % is scaled to controls: 0 for no effect and ±100 for the full control effect
Target sequence (Q13526 whole entry, looked up): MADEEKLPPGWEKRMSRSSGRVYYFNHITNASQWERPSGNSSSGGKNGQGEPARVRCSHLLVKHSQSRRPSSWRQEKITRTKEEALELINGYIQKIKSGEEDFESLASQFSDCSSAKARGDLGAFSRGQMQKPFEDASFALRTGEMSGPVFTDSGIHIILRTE
D2 agonist – HTS Assay for Allosteric Agonists of the Human D2 Dopamine Receptor: Primary Screen for Agonists. D(2) dopamine receptor (Homo sapiens), P14416. HEK293 T-REx D2 cells, calcium flux agonist mode. activation, % at 2 µM. 0.53% of 340,000 active. AID 485358, 2010;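 active = activation over 3 SD above normal in the single-dose calcium agonist read, cut at about 30% in these data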; also: 0% is about no effect
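Tetracycline-induced HEK293 T-REx cells with force-coupled D2 receptor, plated overnight at 30 C, loaded with no-wash calcium dye. After a 10 s baseline, compound was pin-added and calcium flux read kinetically for 180 s; calcium rises flagged agonists.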
Starred values were filed as active, the others as inactive; ? = inconclusive; / = not tested or not shown; [ ] = another dose, or the depositor's remark. Unless noted, calls follow the shape of the dose curve; as a rule, active = well fitted inhibition curve with a large enough effect; inconclusive = small, poorly fitted or top-dose-only effect; inactive = no such curve, though single readings can be large or run the other way. Not all compounds are listed; count on the stated rates, not on these rows.

SMILES	TrxR1 inh	mIDH1 inhibitor	TRHR enhancer	TRHR agonist	USP1 inh	D2 antag	TrxR1 substrate	Pin1 inhibitor	D2 agonist
Cc1ccc(-n2nnnc2SCC(=O)c2c(N)n(C3CC3)c(=O)[nH]c2=O)cc1C	10%	2%	15	1.0	-24%	-21	2%	0%	0.3
CCOc1ccc(-c2csc(NC(=O)CSC3=NC(=O)CN3C(C)=O)n2)c2ccccc12	5%[57.1 µM]	7%	-2	0.1	-2%	14	1%[57.1 µM]	-1%	-0.5
CCN(c1ccccc1)S(=O)(=O)c1cc(C(=O)NCc2ccco2)ccc1C	-16%	19%	15	-0.8	-24%	6	1%	-4%	-0.2
CC(C)(C)C(=O)Nc1ccc(-c2cn3ccsc3n2)cc1	11%[57.1 µM]	-1%	5	0.5	-3%	-16	3%	2%	-0.4
O=C(Nc1ccc(N2C(=O)C3C4C=CC(C4)C3C2=O)cc1Cl)c1cccs1 (stereo not given)	17%	1%	-2	0.8	-7%	-10	2%	2%	2.6
O=C(CCNC(=O)c1ccccc1)NNC(=O)COc1ccccc1Cl	10%	6%	/	/	-5%	/	10%	-6%	/
COc1ccc(/C=N/OCC(=O)N2CCCC2)c(OC)c1	11%[57.1 µM]	7%	8	-0.4	-9%	11	-10%	1%	1.4
O=c1c2ccccc2nc(-c2ccccc2)n1Cc1ccccc1	7%[57.1 µM]	-2%	21	0.4	-6%	-23	-5%	0%	0.2
CC(C)c1ccc(NC(=O)COC(=O)c2cc(=O)[nH]c3ccccc23)cc1	10%	9%	6	-0.3	-11%	-21	1%	13%	-1.2
CCN(C(=O)CSc1nnc(-c2ccccc2Cl)n1N)c1c(N)n(Cc2ccccc2)c(=O)[nH]c1=O	21%	1%	/	/	-2%	/	6%	8%	/
CCOC(=O)c1oc2ccccc2c1NC(=O)c1ccc(S(=O)(=O)N2CCCC2)cc1	24%	13%	-8	0.9	-9%	/	18%	0%	/
O=C1CC2CS(=O)(=O)CC2N1c1ccc(Oc2ccccc2)cc1 (stereo not given)	-20%	2%	-3	0.0	-10%	11	-11%	-1%	0.4
Nc1ccccc1SCC(=O)N1CCc2ccccc21	5%[57.1 µM]	-2%	2	-2.0	-2%	-2	5%[57.1 µM]	7%	0.8
Cc1ccc(-c2nnc(SCC(=O)N/N=C/c3ccc(C)s3)n2-c2ccc(C)cc2)cc1	-3%	-16%	-7	-0.2	-9%	3	-7%	19%	-1.9
CC1(C)Cc2cccc(OCC(=O)Nc3cc(C(F)(F)F)ccc3N3CCOCC3)c2O1	3%	4%	0	-0.7	-23%	6	0%	3%	-0.2
COc1c(C(=O)NNC(=O)c2ccccc2)csc1Br	8%[57.1 µM]	2%	2	0.0	-19%	-17	3%[57.1 µM]	-3%	0.1
O=c1c2ccccc2nc(SCc2nnc(-c3ccccc3Br)o2)n1Cc1ccco1	-11%	0%	-9	0.5	16%	3	9%	-5%	-0.4
COc1ccc(-n2nc(C(=O)NCC(=O)NCc3ccco3)c3ccccc3c2=O)c(OC)c1	-13%	0%	1	0.2	-9%	3	-3%	2%	-0.7
O=C(CC1C[C@H](C(=O)N2CCCCC2)[C@@]2(CCc3ccccc3)c3[nH]c4ccccc4c3CCN2C1=O)NCCc1ccccn1 (stereo not given in full)	10%	-6%[38.3 µM]	/	/	-30%	/	-3%	-2%	/
O=c1cc2oc3cc(O)c(O)cc3c(-c3ccccc3O)c-2cc1O	?	-4%	4	47*	?	3	-11%[57.1 µM]	?	26
Cc1cccc(NC(=O)Cn2cc([N+](=O)[O-])cn2)n1	17%	8%	2	0.5	-23%	/	1%	-6%	/
OC1Cc2ccccc2C1Nc1cccc(C(F)(F)F)c1 (stereo not given)	3%[11.4 µM]	4%	/	/	-10%	/	8%[57.1 µM]	0%	/
CCn1cc(C(C)NC(=O)Nc2ccc3c(c2)OCO3)c(C)n1 (stereo not given)	21%[57.1 µM]	0%	1	0.6	-5%	14	5%[57.1 µM]	-4%	0.4
O=C(Nc1sc2c(c1C(=O)O)CCC2)c1ccco1	-6%	7%	3	0.3	-10%	4	-9%	-1%	0.5
O=C(c1nc2ccc(Cl)cn2c1CN1CCCC(CO)C1)N1CCc2ccccc2C1 (stereo not given)	-10%	1%	4	-0.2	-2%	13	-3%	4%	0.3
CCCCn1nc2cc(C(=O)NCc3cc(C(F)(F)F)cc(C(F)(F)F)c3)ccc2c1OC	7%	-3%	-12	-0.1	-35%	26	56%[activator]	?	0.7
COc1ccc(C(=O)NN2C(=O)C3CCC(C)(C2=O)C3(C)C)cc1 (stereo not given)	42%[activator]	4%	1	-0.2	-9%	4	21%	-9%	-0.1
Cc1ccc(CNCCCSc2ncccn2)cc1	39%[activator]	-7%	1	0.9	-23%	11	9%	-10%	0.0
COc1ccc2c(c1O)Cc1ccccc1C2=O	-13%	0%	-6	-0.5	-21%	0	-7%	?	2.2
COc1ccccc1C1CC(c2ccc(Cl)cc2)Nc2ncnn21 (stereo not given)	14%[57.1 µM]	10%	3	1.1	-17%	-1	-7%	-3%	0.5
COc1ccc(OC)c(CN2CCN(C(=O)c3cccc4ccccc34)CC2)c1	-11%[57.1 µM]	-7%	-8	0.2	-8%	-1	-1%[57.1 µM]	0%	-0.9
CN(C)c1cccc(C(=O)Nc2cccc(F)c2)c1	8%	19%	3	-0.7	-20%	13	-3%	0%	-0.1
O=C(CSc1nc(-c2ccc(F)cc2)cc(C(F)(F)F)n1)Nc1ccc2c(c1)OCO2	1%	3%	1	-0.1	-9%	-4	-6%	0%	0.3
CCOC(=O)[C@H]1[C@H]2COc3ccc(C)cc3[C@@H]2N2C(=O)c3ccc(F)cc3NC(=O)[C@@]12C	6%	-19%	-1	0.4	-7%	-6	-1%	?	0.4
Cc1ccc(N2CCN(S(=O)(=O)c3c(C)[nH]c(=O)[nH]c3=O)CC2C)cc1 (stereo not given)	13%[57.1 µM]	-6%	-4	0.5	-13%	/	-3%[57.1 µM]	1%	0.2
CSCCC(NC(=O)c1ccc([N+](=O)[O-])cc1Cl)C(=O)OCC(=O)NC(=O)CN1CCCC1=O (stereo not given)	20%	8%	0	0.2	1%	-3	13%	3%	-0.2
CCOC(=O)c1cnc2ccc(OCC)cc2c1N1CCN(C)CC1	35%[57.1 µM]	3%	2	-0.6	-5%	-13	13%[57.1 µM]	-5%	-0.4
Cc1[nH]nc2c1C(c1c[nH]c3ccccc13)C(C#N)=C(N)O2 (stereo not given)	21%[57.1 µM]	6%	51*	0.0	-14%	5	7%[57.1 µM]	-3%	0.4
O=C(CSc1nncn1-c1ccccc1F)NC1CC1	4%[2.29 µM]	7%	/	/	11%	/	7%[57.1 µM]	-4%	/
COc1ccc(OC)c2c1sc(=NC(=O)c1cccc(N3C(=O)CCC3=O)c1)n2C	16%[57.1 µM]	4%	6	-0.1	-4%	-22	18%[57.1 µM]	?	0.0
CCOc1ccc(OCCC(=O)N2CCN(S(=O)(=O)c3cccc(F)c3)CC2)cc1	-14%	11%	5	-0.2	-20%	3	-7%	1%	-0.4
O=C(COC(=O)c1cc2ccccc2cc1O)NCc1ccccc1	7%[57.1 µM]	3%	/	/	?	/	-2%[2.29 µM]	3%	/
CN(Cc1ccccc1)C(=O)Cn1c(=O)oc2cc(S(=O)(=O)NCc3ccccc3)ccc21	10%	14%	-9	1.3	-10%	10	4%	7%	1.5
CCN(CC)C(=O)C(=O)Nc1ccc(OC)c(Cl)c1	13%	4%	7	0.3	-19%	/	6%[57.1 µM]	-3%	/
CCCn1c2c(c(O)c(C(=O)Nc3ccc(OC)cc3)c1=O)CCCC2	5%	0%	-6	1.0	-4%	1	19%	-2%	0.0
CN(Cc1cccc(C(F)(F)F)c1)C(=O)C1CCC(=O)N(CC2CCCCC2)C1 (stereo not given)	7%	-2%	-9	-0.2	-15%	31*	-3%	0%	-1.1
CC(=O)Nc1ccc(NC(=O)C(C)OC(=O)C2CCN(S(=O)(=O)c3ccccc3C(F)(F)F)CC2)cc1 (stereo not given)	-7%	-2%	10	0.5	-9%	-10	-4%[57.1 µM]	-3%	0.9
CCNC(=O)c1sccc1-n1cccc1	1%	6%	2	0.5	-10%	17	-4%	-18%	-2.1
CCOC(=O)C1=C2c3cc(OC)c(OC)cc3CC(C)(C)N2C(=O)C1=O	-11%	-1%	-6	-0.4	-22%	-3	-5%	-4%	2.7
O=S(=O)(Nc1ccc(S(=O)(=O)N2CCCCC2)cc1)c1ccc(Br)s1	21%[57.1 µM]	-2%	-6	-1.4	-17%	6	-12%	3%	-0.6
